High-throughput results (PubChem)
Mac1 fbg inh: inhibitors of human CD11b/CD18 binding to fibrinogen; K562 CD11b/CD18 adhesion to fibrinogen, ATPlite luminescence; Mn2+ added to activate the integrin; inhibition, % at 10 µM; AID 1497; 0.54% of 93,000 active;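 active means primary inhibition of 50% or more at 10 µM, then 40% or more on retest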; further: some results filed as inactive read as strong as hits
Target sequence (P05107 whole entry, looked up, other chains not shown): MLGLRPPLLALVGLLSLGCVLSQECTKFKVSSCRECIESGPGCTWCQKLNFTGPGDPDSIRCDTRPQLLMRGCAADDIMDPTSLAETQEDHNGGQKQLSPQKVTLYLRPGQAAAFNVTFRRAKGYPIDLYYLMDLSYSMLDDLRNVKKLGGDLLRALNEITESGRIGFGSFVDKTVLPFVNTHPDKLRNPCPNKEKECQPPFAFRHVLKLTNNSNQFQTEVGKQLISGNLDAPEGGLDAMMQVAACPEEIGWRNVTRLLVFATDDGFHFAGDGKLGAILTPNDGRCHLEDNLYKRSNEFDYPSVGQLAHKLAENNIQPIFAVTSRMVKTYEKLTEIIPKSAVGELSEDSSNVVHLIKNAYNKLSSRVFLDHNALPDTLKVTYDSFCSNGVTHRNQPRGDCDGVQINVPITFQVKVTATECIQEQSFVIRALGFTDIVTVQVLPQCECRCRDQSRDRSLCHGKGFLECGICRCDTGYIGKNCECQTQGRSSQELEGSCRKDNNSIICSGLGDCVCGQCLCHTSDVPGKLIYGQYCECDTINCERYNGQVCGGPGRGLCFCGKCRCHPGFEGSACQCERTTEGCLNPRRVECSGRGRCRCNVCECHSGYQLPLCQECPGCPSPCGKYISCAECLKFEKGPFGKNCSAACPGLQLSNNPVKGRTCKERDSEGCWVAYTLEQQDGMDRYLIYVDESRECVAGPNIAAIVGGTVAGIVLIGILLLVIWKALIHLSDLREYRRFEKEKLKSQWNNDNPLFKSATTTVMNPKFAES
Rev-RRE block: HIV Rev-RRE protein-RNA interaction inhibition. P05866. Rev peptide-RRE RNA binding, FRET. inhibition, % at 8 µM. 0.79% of 97,000 active;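 active means inhibition above the screen-wide mean plus 3 SD, cut at about 35% in these data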;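 further: 0% = median DMSO wells and 100% = median Neomycin B control wells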
Target sequence (P05866 whole entry, looked up): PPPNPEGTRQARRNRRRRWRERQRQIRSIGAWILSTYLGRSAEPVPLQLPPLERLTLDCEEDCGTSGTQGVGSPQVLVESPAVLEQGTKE
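System: Cy5-labelled duplex RRE RNA binding fluorescein-labelled HIV Rev peptide; Signal: fluorescein-to-Cy5 FRET, 480 nm excitation; Also added: labelled Rev peptide; Compound: one concentration, 8 µM nominal; Buffer or medium: HEPES pH 7.5 salt buffer with EDTA; Read-out: % inhibition of FRET ratio versus controls; Schedule: 5 min preincubation and 15 min binding, 25 °C.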
FAK blocker: inhibitors of human focal adhesion kinase; inhibition, %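 (tested at 7 µM)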; 0.84% of 97,000 active; biochemical FAK kinase activity assay; AID 727; in the data active means inhibition above about 19%;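 further: 0% = DMSO and 100% = reference compound high control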
PLK1 inh: PLK1 (human) kinase inhibition | recombinant PLK1 kinase, TR-FRET peptide phosphorylation | inhibition, % at 10 µM | 0.53% of 97,000 active;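 active means inhibition of 50% or more in the single-concentration screen; inactive means inhibition below 50%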;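 further: 0% = DMSO max control and 100% = H-89 dihydrochloride min control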
Mac1 fbg enh: CD11b/CD18-fibrinogen binding enhancement; K562 CD11b/CD18 adhesion to fibrinogen, ATPlite luminescence; AID 1499; 0.07% of 93,000 active; activation, % at 10 µM; P05107+P11215;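 active means 10 µM primary screen giving 50% or more activity, confirmed by 40% or more on retest at that dose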; further: strong numbers were not always called active
ERb coact inh: ER-beta (human) coactivator binding inhibition; Q92731; TR-FRET ER-beta LBD / SRC1-Cy5 peptide binding; receptor agonist-loaded with 1 µM estradiol; inhibition, % at 25.6 µM; 1.3% of 86,000 active; AID 633;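 active means compounds whose percent inhibition of the receptor-coactivator binding signal exceeds about 50% in the single-dose screen, limit read from the data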;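 further: 0% = receptor plus peptide wells without compound and 100% = peptide-only wells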
ERa SRC1 pot: ER-alpha (human) coactivator binding potentiation. P03372. TR-FRET ERalpha-LBD/SRC-Cy5 coactivator binding, 2 h; 100 = basal binding, no effect. coactivator binding (% of control), % at 25.6 µM. 1.3% of 86,000 active. AID 639; in the data active means activity above about 200%;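 further: binding measured in presence of low estradiol as agonist stimulus; 0% = peptide alone without receptor and 100% = receptor with peptide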
Plk1 PBD FP: blocks phosphopeptide binding to human Plk1 polo box domain; P53350; Plk1 PBD phosphopeptide binding, fluorescence polarization; inhibition, %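 (tested at about 20 µM)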; 0.13% of 97,000 active; AID 693; in the data active means inhibition above about 34%, passing the limit was not always enough
ERa coact inh: blocks coactivator binding to human estrogen receptor alpha; TR-FRET ER-alpha LBD / SRC-1 peptide, estradiol-bound; inhibition, % at 25.6 µM; 1.7% of 86,000 active; in the data active means inhibition above about 50%;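 further: 0% = receptor plus peptide control and 100% = peptide only without receptor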
Active calls of the source: *; · = not tested or not shown; [ ] = remark or other dose.

SMILES	Mac1 fbg inh	Rev-RRE block	FAK blocker	PLK1 inh	Mac1 fbg enh	ERb coact inh	ERa SRC1 pot	Plk1 PBD FP	ERa coact inh
CSCCC1NC(=O)N(CC(=O)Nc2ccc(N3CCCCC3)cc2)C1=O (stereo not drawn)	15.1	0.5	-3.7	-2.8	-1.1	-2.1	118.3	13.4	-7.8
Cc1ccc(C(=O)Nc2ccccc2C(=O)NCc2ccco2)cc1S(=O)(=O)N1CCCCC1	·	13.4	10.9	-7.9	·	1.7	129.2	-10.3	9.5
COc1ccc(C2(O)CCN(C(=O)NC3CCCCC3)CC2)cc1	-19.6	-7.6	-7.0	-13.4	1.7	-4.0	123.7	-12.7	-1.5
Cn1c(=O)c2c(nc(NCCCO)n2Cc2cccc(C(F)(F)F)c2)n(C)c1=O	·	2.5	0.2	-4.8	·	-19.1	104.7	-2.9	-20.9
Cc1cccc(N(CC(=O)NCC2CCCO2)C(=O)CCC(=O)Nc2cc(C)on2)c1 (stereo not drawn)	-18.1	·	·	·	2.1	2.8[fluorescence artefact?]	122.4	·	0.3
CC(=O)c1cccc(NC(=O)COc2nsnc2N2CCOCC2)c1	5.9	8.6	2.1	-5.0	-1.9	-1.7	96.9	8.7	-0.4
COc1ccc(-c2nnc(SCC(=O)N3CCOCC3)n2C)cc1OC	·	6.2	-2.5	-14.8	·	8.9	84.6	-8.3	0.7
COc1cc(/C=C2\S/C(=N/S(=O)(=O)c3ccccc3)NC2=O)c([N+](=O)[O-])cc1OC	·	16.6	-4.6	44.6	·	19.8[fluorescence artefact?]	83.5[fluorescence artefact?]	13.1	15.0[fluorescence artefact?]
COc1ccc(NC(=O)C2CCCO2)cc1 (stereo not drawn)	·	5.3	0.6	-6.9	·	2.6	109.0	18.7	-1.4
Cc1ccc2nc(SCC(=O)Nc3ccccc3N3CCOCC3)c(C#N)cc2c1	·	17.9	-14.5	-14.5	·	17.2[fluorescence artefact?]	216.8*[fluorescence artefact?]	-4.4	18.9[fluorescence artefact?]

Arranged by the number under Rev-RRE block (high to low): some entries from above
SMILES	Mac1 fbg inh	Rev-RRE block	FAK blocker	PLK1 inh	Mac1 fbg enh	ERb coact inh	ERa SRC1 pot	Plk1 PBD FP	ERa coact inh
CC(=O)c1cccc(NC(=O)COc2nsnc2N2CCOCC2)c1	5.9	8.6	2.1	-5.0	-1.9	-1.7	96.9	8.7	-0.4
COc1ccc(NC(=O)C2CCCO2)cc1 (stereo not drawn)	·	5.3	0.6	-6.9	·	2.6	109.0	18.7	-1.4
COc1ccc(C2(O)CCN(C(=O)NC3CCCCC3)CC2)cc1	-19.6	-7.6	-7.0	-13.4	1.7	-4.0	123.7	-12.7	-1.5

Other compounds follow:
SMILES	Mac1 fbg inh	Rev-RRE block	FAK blocker	PLK1 inh	Mac1 fbg enh	ERb coact inh	ERa SRC1 pot	Plk1 PBD FP	ERa coact inh
COc1ccc(N2C(=O)CC(c3ccc(OC(C)C)cc3)C2=O)cc1 (stereo not drawn)	-0.4	·	·	-12.2	-2.1	15.9[fluorescence artefact?]	121.4[fluorescence artefact?]	-10.3	-4.7
CC(CNS(=O)(=O)c1cc(Cl)ccc1Cl)CN(C)C (stereo not drawn)	-4.5	-1.7	-1.0	-3.1	-0.5	-2.2	127.7	16.5	1.2
O=C(O)C1CC=CCC1C(=O)N1CCc2ccccc21 (stereo not drawn)	·	-1.7	3.6	-3.9	·	-8.1	112.5	-12.1	-19.6
c1ccc(C2Nc3ccccc3-c3nc4ccccc4n32)cc1 (stereo not drawn)	11.6	2.9	3.2	-1.7	1.9	-10.5	104.0	-21.4	-1.9
O=C(N1CCCCC1)N1CCCN(C(=O)N2CCCCC2)CC1	-4.1	-0.6	-1.3	-15.8	-1.8	0.0	129.2	-11.4	-2.9
O=C(c1ccc2c(c1)OCO2)N(CC1CCCO1)C1(C(=O)NC2CCCCC2)CCCCC1 (stereo not drawn)	41.6	-2.1	-0.2	-0.3	-1.2	0.3[fluorescence artefact?]	115.4	-7.7	4.2[fluorescence artefact?]
CCCCn1c(N(CCOC(C)=O)C(C)=O)nc2ccccc21	·	9.2	-3.8	3.0	·	-10.4	123.7	6.2	7.2
COCc1nc(-c2ccc(-c3ccc(C)cc3)nc2OC)no1	-5.1	10.9	-6.1	-6.3	5.5	-4.8	107.2	-10.1	11.6
CSCCC(NC(=O)c1ccco1)C(=O)OCC(=O)Nc1ncc(Cl)c(C)c1Cl (stereo not drawn)	-11.6	4.5	4.4	-1.7	-2.2	20.1	73.2	22.2	9.0
COC(=O)c1cccc(COC(=O)c2ccc(CS(=O)(=O)c3ccc(C)cc3)cc2)c1	-0.7	5.6	6.4	-7.8	6.0	20.1[fluorescence artefact?]	139.1[fluorescence artefact?]	-8.0	34.1[fluorescence artefact?]
CCCCC(=O)Nc1nn(CCC)c2nc3ccccc3cc12	-16.8	11.3	4.7	-11.7	5.4	-8.4	111.5	15.8	-0.6
CCN1C(=O)C(O)(CC(=O)/C=C/C=C/c2ccccc2)c2ccccc21 (stereo not drawn)	7.9	2.4	-6.4	-9.1	10.7	·	·	14.9	·
O=c1c2cccnc2[nH]c(=S)n1CCCN1CCN(c2ccc(F)cc2)CC1	-37.9	2.9	1.5	-4.7	3.6	-15.8	124.7	8.8	-11.0
COc1cc2nc3c4ccccc4n(CC#N)c3nc2cc1OC	-3.7	3.8	6.8	-4.1	1.0	26.5	118.7[fluorescence artefact?]	7.0	36.4
O=C(c1cccc(C(=O)N2CCN(c3ncccn3)CC2)c1)N1CCN(c2ncccn2)CC1	·	8.3	0.0	6.4	·	-11.4	95.6	-45.7	-10.9
CN(C(=O)C1CCOC1)c1nnc(-c2cnccn2)s1 (stereo not drawn)	-5.5	0.2	-4.5	-9.0	-5.5	-7.5	113.9	6.0	-9.7
O=C(Nc1ccccc1)C1CC(=O)n2ncnc2N1 (stereo not drawn)	-27.6	0.7	-2.5	-7.8	0.3	·	·	-9.8	·
COc1cccc(NC(=O)COC(=O)c2cc(S(=O)(=O)N3CCOCC3)ccc2C)c1	14.7	3.1	-0.8	-18.1	-2.8	·	·	8.0	·
Cc1cc(NC(=O)c2noc3c2CCCCC3)nn1Cc1ccc(Cl)cc1	-2.7	·	·	·	-4.3	-2.4	101.4	·	8.5
O=C(NC12CC3CC(CC(C3)C1)C2)N1CCC(O)(c2ccc3c(c2)OCO3)CC1	14.6	2.4	-7.1	-2.8	1.9	27.4	98.7	10.3	8.4

Structures above containing a cyano group (2):
SMILES	Mac1 fbg inh	Rev-RRE block	FAK blocker	PLK1 inh	Mac1 fbg enh	ERb coact inh	ERa SRC1 pot	Plk1 PBD FP	ERa coact inh
Cc1ccc2nc(SCC(=O)Nc3ccccc3N3CCOCC3)c(C#N)cc2c1	·	17.9	-14.5	-14.5	·	17.2[fluorescence artefact?]	216.8*[fluorescence artefact?]	-4.4	18.9[fluorescence artefact?]
COc1cc2nc3c4ccccc4n(CC#N)c3nc2cc1OC	-3.7	3.8	6.8	-4.1	1.0	26.5	118.7[fluorescence artefact?]	7.0	36.4

Carrying on:
SMILES	Mac1 fbg inh	Rev-RRE block	FAK blocker	PLK1 inh	Mac1 fbg enh	ERb coact inh	ERa SRC1 pot	Plk1 PBD FP	ERa coact inh
O=C(O)COc1ccccc1C1C2C(=O)N(c3ccc(F)cc3)C(=O)C2ON1c1ccccc1 (stereo not drawn)	-16.4	·	·	·	-1.9	18.2	76.6	·	5.2
O=C(NCC(=O)N1CCCC1)c1cccs1	-12.9	3.0	-3.5	-12.0	2.6	·	·	-10.9	·
C=CCOc1c(Cl)cc(/C=N/O)cc1OC	-2.3	3.9	2.7	-3.0	66.1	-9.3	95.6	-16.8	-2.9
Fc1ccc(C(c2nnnn2Cc2ccco2)N2CCN(C3CCCCC3)CC2)cc1 (stereo not drawn)	-6.2	-0.9	-1.5	-11.3	0.6	·	·	-7.6	·
CCOC(=O)c1ccc(Oc2c(C)oc3c(CN4CCN(C)CC4)c(O)ccc3c2=O)cc1	-22.0	4.5	-0.3	-2.4	-2.1	-7.4	120.5	-24.7	-7.2
CCCCC(c1nnnn1Cc1ccco1)N1CCN(C(=O)c2ccco2)CC1 (stereo not drawn)	-9.0	2.4	3.5	8.1	1.2	8.2[fluorescence artefact?]	106.6	-6.7	-2.3[fluorescence artefact?]
Clc1ccc(OCc2nc(-c3ccncc3)no2)cc1	10.0	7.1	0.1	-12.7	1.7	-3.4[fluorescence artefact?]	113.5[fluorescence artefact?]	27.8	2.3
Cc1cc(C(=O)NCc2cccs2)no1	-22.1	6.2	0.4	-2.4	-3.8	13.5[fluorescence artefact?]	93.1[fluorescence artefact?]	-12.7	15.7[fluorescence artefact?]
C/C=C/CSc1nc2c(c(=O)[nH]c(=O)n2C)n1Cc1ccc(C)cc1	21.9	8.0	0.6	0.8	23.4	34.5	111.2	20.6	30.6[fluorescence artefact?]
Nc1ccccc1OCCOCCOc1ccccc1N	3.6	4.0	-0.1	-11.4	-2.3	-8.8	115.8	18.6	-8.3
O=C(Nc1cccc(NC(=O)c2cccs2)c1)c1ccco1	-3.2	2.4	0.3	-6.9	-2.3	-17.3	98.7	12.4	-28.1
COc1ccc(C(=O)Nn2c(SCC(=O)NC3CCCCC3)nc3ccccc3c2=O)cc1	-30.2	6.8	-9.3	-5.9	2.2	15.8	105.3	-1.8	27.5
CCSc1nnc(N(CCC(=O)O)CCC(=O)O)s1	1.8	-0.2	-1.5	-0.6	4.6	16.2[fluorescence artefact?]	98.0	-28.3	6.9
COc1cc2[nH]c(=O)n(CCCCCC(=O)NCCCN3CCC(C)CC3)c(=O)c2cc1OC	·	2.6	-1.6	-17.5	·	5.8[fluorescence artefact?]	121.8	1.3	2.8[fluorescence artefact?]
CCOc1ccc2nc(NC3=NCN(Cc4ccco4)CN3)nc(C)c2c1	-2.5	·	·	·	-4.4	-7.3	111.7	·	-9.1
CCN(CC)C(=O)CSc1nnc(-c2cccs2)n1Cc1ccco1	18.8	-1.9	2.9	-3.5	0.0	4.2	101.9	11.5	4.9
Cc1ccnc(N/N=C/c2ccco2)n1	7.9	6.1	-0.6	7.7	-4.7	0.2	109.8	-11.7	-5.0
COc1ccc(CCNC(=O)C2CC(=O)N(C3CCCCCCC3)C2)cc1OC (stereo not drawn)	-4.7	6.6	0.1	-5.9	-2.4	-10.3	108.8	12.4	-8.7
COCCn1c(SCc2nc(N)nc(Nc3ccccc3C)n2)nc2ccccc2c1=O	·	4.8	0.4	1.2	·	-6.2	87.0	13.5	2.3
CC(=O)C1=C(C)NC(SCC(=O)c2ccc(Cl)cc2)=C(C#N)C1c1ccco1 (stereo not drawn)	5.9	10.6	-0.1	-14.6	-5.1	-111.1[fluorescence artefact?]	104.4[fluorescence artefact?]	8.3	5.6
CN(C(=O)COc1cc(=O)n(C)c2ccccc12)c1ccc(Cl)cc1	-10.0	10.7	3.8	-2.1	1.0	-9.7	86.1	3.1	2.1
CN(Cc1ccccc1)c1nc2c(c(=O)[nH]c(=O)n2C)n1CCCSc1ncccn1	-5.2	-2.4	-2.1	2.7	-2.1	-3.1[fluorescence artefact?]	103.8	9.7	-6.7
O=C1c2ccccc2C(Nc2ccc(-c3nc4ccccc4[nH]3)cc2)N1Cc1ccco1 (stereo not drawn)	32.6	5.8	-0.3	-16.6	11.9	6.1	137.6[fluorescence artefact?]	-5.9	33.4
Cc1ccc(C(=O)Nc2cnc3sc(C)nn3c2=O)cc1	8.0	6.8	0.5	-14.9	-1.7	-10.4[fluorescence artefact?]	104.0	33.6*	-15.7
Cc1cc(C)c2cc(CN(CCO)Cc3nnnn3Cc3ccc(F)cc3)c(=O)[nH]c2c1	-0.7	1.6	2.2	-4.8	-2.1	0.8	108.0	-27.3	-0.8
O=S(=O)(c1ccc(OCC(O)CN2CCN(c3ccccc3Cl)CC2)cc1)N1CCOCC1 (stereo not drawn)	7.1	5.6	-4.5	9.1	17.1	-4.6	98.7	-5.6	-4.5

Rows are unselected; any-hit rate near 4.7%.
